Screening data: PubChem BioAssay, several laboratories
SIAH1 antagonists: Siah-1 peptide-binding antagonists, primary screen, biochemical, fluorescence polarization, rhodamine-plectin, uHTS (AID 1817); Siah-1 / rhodamine-plectin peptide fluorescence polarization; higher % means a stronger effect; displacement, % at 20 µM; hits with a dose series show IC50 in µM; actives 0.02% (n = 290,000);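 active = displacement of at least 50% at 20 µM, with a fluorescence ratio check between 0.3 and a set limit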;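 also: plate controls were Siah plus tracer with DMSO for no effect and tracer alone without Siah for full effect; strong numbers were not always called active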
Salmonella PhoP GFP: inhibitors of PhoP regulon expression, primary screen, Salmonella Typhimurium, GFP reporter (AID 1863); S. Typhimurium PhoP-regulated promoter GFP reporter, 4 h; higher % means a stronger effect; inhibition, % at 50 µM, or IC50 in µM where a hit was titrated; actives 0.16% (n = 300,000);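 active = inhibition over 29.93%, a cutoff 3 SD above the screen mean, later confirmed by dose response; inconclusive = inhibition over 29.93% but no dose response follow-up; inactive = inhibition at most 29.93% or unconfirmed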;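 also: 0% = low Mg2+ inducing control and 100% = high Mg2+ repressing control; strong numbers were not always called active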
ER stress rescue: rescue of cells from ER stress-induced death, primary screen, 384-well, CSM14.1, thapsigargin, ATP luminescence (AID 1222); cellular ATP content (survival), % at 20 µM; hits with a dose series show EC50 in µM; 190,000 tested, under 10 active; CSM14.1 thapsigargin-induced death rescue, ATP luminescence; higher % means a stronger effect;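 active = EC50 below 50 µM in the dose-response confirmation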;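 also: death triggered by thapsigargin at about 15 µM added after 2 h compound pretreatment; cell ATP read after overnight thapsigargin exposure of roughly 18 to 22 hours; normalized against plate controls of thapsigargin alone and 5% DMSO vehicle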
PMI inhibition: human PMI inhibitors, high substrate, primary screen, biochemical, fluorescence intensity, high mannose 6-phosphate (AID 1220); recombinant PMI enzyme, coupled fluorescence intensity; higher % means a stronger effect; one-dose inhibition, % at 20 µM; IC50 in µM for titrated hits; actives 0.66% (n = 190,000); in the data active = inhibition above about 50%
M17LAP inhibition: P. falciparum M17LAP inhibitors, primary screen, biochemical, fluorogenic H-Leu-NHMec substrate, 1536-well (AID 1619). Leucine aminopeptidase (Plasmodium falciparum (isolate 3D7)). recombinant M17LAP, H-Leu-NHMec fluorogenic kinetic assay; higher % means a stronger effect. inhibition, % at 30 µM, or IC50 in µM where a hit was titrated. actives 0.38% (n = 220,000);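 active = compound inhibiting the enzyme by more than half at any dose during confirmatory dose-response retesting; inconclusive = strong single-dose inhibitors picked by rank but not retested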;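 also: plate controls were full reaction with DMSO carrier for no effect and no enzyme background for full effect; strong numbers were not always called active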
XIAP displacement: XIAP antagonists, biochemical, IAP family, fluorescence polarization (AID 1018); XIAP BIR domain, fluorescence polarization peptide displacement; higher % means a stronger effect; E3 ubiquitin-protein ligase XIAP (Homo sapiens); displacement, % at 20 µM, or IC50 in µM where a hit was titrated; actives 0.007% (n = 200,000); in the data active = displacement above about 50%; also: a part of the inactive calls stands beside numbers as strong as those of hits
West Nile virus CPE: West Nile virus antiviral activity, cell-based, CPE readout (AID 1621); West Nile virus-infected cells, CPE inhibition; higher % means a stronger effect; CPE inhibition, % at 10 µM, or IC50 in µM where a hit was titrated; actives 0.02% (n = 290,000); in the data active = a potency from the dose series; inconclusive = CPE inhibition mostly from about 3.7% at the one dose, without a potency; inactive = the rest, 99 in 100 with CPE inhibition below about 2.2%; also: strong numbers were not always called active
Yfh1-off respiration: enhancers of respiration in Yfh1-depleted yeast, dose response, Friedreich's ataxia, plus single-dose screen (AID 1465). S. cerevisiae Yfh1-off respiration, WST-1 reduction, 72 h; higher fold induction means a stronger effect. fold induction at 50 µM; hits with a dose series show EC50 in µM. actives 0.074% (n = 220,000);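 active = fold induction of absorbance versus untreated yeast above a set limit, then at least 30% activation at any dose in follow-up; inconclusive = repeats straddling the limit, or above it without dose testing; inactive = fold induction below the set limit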;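 also: activators that raise dye reduction in frataxin-depleted yeast; strong numbers were not always called active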
M1AAP inhibition: P. falciparum M1AAP inhibitors, biochemical, fluorogenic H-Leu-NHMec substrate, 1536-well (AID 1445); recombinant M1AAP, H-Leu-NHMec fluorogenic kinetic assay; higher % means a stronger effect; inhibition, % at 30 µM, or IC50 in µM where a hit was titrated; actives 0.42% (n = 220,000);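 active = primary inhibition above the hit cutoff, then over 50% inhibition at one or more dose response concentrations, cut at about 23% in these data, passing the limit was not always enough; inconclusive = conflicting primary data, or primary hits not chosen for dose response; inactive = low primary inhibition, or under 50% at every dose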;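 also: plate controls were DMSO full reaction for no effect and no enzyme background for full effect; strong numbers were not always called active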
* marks the source's active call; other numbers are inactive results; i = inactive; ? = inconclusive; · = not tested or not shown.

Fields: SIAH1 antagonists, Salmonella PhoP GFP, ER stress rescue, PMI inhibition, M17LAP inhibition, XIAP displacement, West Nile virus CPE, Yfh1-off respiration, M1AAP inhibition
#1 CCN(C(=S)Nc1cccc(C)c1)c1ccccc1
→ -2.4%, -5.7%, -1.9%, -2.1%, 5.7%, -6.2%, 0.4%, i, -2.1%
#2 O=C(/C=C/c1ccccc1[N+](=O)[O-])OC1CCCCC1=O (stereo unspecified)
→ 2.2%, 0.0%, -0.1%, 5.5%, -2.7%, -5.7%, -0.3%, i, -2.2%
#3 CSc1ccccc1NS(=O)(=O)c1ccc2c(c1)OCCO2
→ -2.2%, 4.8%, ·, 8.4%, 3.5%, 0.7%, -0.5%, i, -0.4%
#4 O=C1/C(=C/c2ccc(Cl)cc2)NC(=S)N1Cc1cccnc1
→ 3.6%, -1.8%, 2.5%, 1.8%, 3.8%, -18.2%, -0.1%, i, 12.6%
#5 O=C(CSc1nnc(-c2cccnc2)n1Cc1ccco1)NCc1ccc2c(c1)OCO2
→ 6.7%, 2.0%, 1.8%, 7.5%, 2.8%, 3.4%, -0.4%, i, 3.6%
#6 O=C1COc2ccc(N3C(=O)c4ccccc4C3=O)cc2N1
→ 7.8%, -5.4%, -0.4%, -1.1%, -3.1%, -6.1%, 0.7%, i, 4.2%
#7 Cc1cc(NC(=O)C2C3C=CC(C3)C2C(=O)O)no1 (stereo unspecified)
→ 4.2%, -6.4%, 3.0%, 2.8%, 7.9%, -5.6%, 0.8%, i, -9.2%
#8 CSCCC(NS(=O)(=O)c1ccc2c(c1)oc(=O)n2C)C(=O)NC1CCCc2ccccc21 (stereo unspecified)
→ -1.8%, 17.1%, 0.2%, 1.6%, 6.5%, -12.8%, ·, ·, -7.8%
#9 Cc1ccc2[nH]c3c(c2c1)CN(C)CC3
→ 2.6%, 3.0%, 1.1%, 12.3%, -1.4%, 1.0%, 0.1%, i, -1.4%
#10 COc1cc(/C=C/C(=O)O)cc(S(=O)(=O)N2CCCc3ccccc32)c1OC
→ 2.7%, 1.6%, ·, ·, 11.0%, ·, -0.1%, i, 0.1%
#11 CC(C)(C)NC(=O)C(c1ccncc1)N(C(=O)Cn1nnc(-c2ccc(F)cc2)n1)c1cccc(F)c1 (stereo unspecified)
→ 1.3%, 1.0%, 3.1%, 12.0%, -1.3%, -4.2%, -1.0%, i, 0.0%
#12 O=C1C2CC=CCC2C(=O)N1c1ccc(NCCc2ccc(Cl)cc2)c([N+](=O)[O-])c1 (stereo unspecified)
→ -3.0%, -10.5%, 7.8%, 21.0%, -4.7%, -1.9%, -0.8%, i, 10.7%
#13 COc1ccccc1OCC(=O)Nc1ccc(S(=O)(=O)N2CCN(C)CC2)cc1
→ 2.9%, -8.8%, 0.7%, 1.6%, 10.7%, -5.3%, -0.9%, i, 3.9%
#14 CCOC(=O)c1cccc(NC(=O)C2CCCO2)c1 (stereo unspecified)
→ 3.4%, 5.0%, -0.7%, 8.4%, 3.7%, -0.3%, 0.2%, i, 1.2%
#15 CC1CCCCN1C(=O)Nc1cccc(Cl)c1 (stereo unspecified)
→ -5.2%, 1.3%, -1.1%, -3.8%, -8.5%, -3.9%, 0.0%, i, -1.4%
#16 CN1N=C(c2ccc(Cl)cc2)CC(c2ccc(Cl)cc2)C1=O (stereo unspecified)
→ -0.3%, 3.8%, ·, -0.9%, 1.8%, -1.7%, -1.9%, i, -1.8%
#17 CC(=O)Oc1ccc(-c2cccc(C(=O)OCC(=O)Nc3ccccc3Oc3ccccc3)c2)cc1
→ 9.7%, -9.9%, -0.5%, 13.5%, -5.1%, -32.9%, -0.4%, i, 4.0%
#18 N#CC1=C(N)Oc2n[nH]c(-c3ccncc3)c2C1c1ccsc1 (stereo unspecified)
→ 10.7%, -3.9%, -0.6%, 3.8%, 27.9%, -3.4%, 0.3%, i, 16.2%
#19 O=C(CSc1nn(-c2ccccc2)c(=S)s1)NC1CCS(=O)(=O)C1 (stereo unspecified)
→ 1.7%, 9.8%, 2.5%, -2.5%, -4.7%, -12.1%, -0.1%, i, 3.1%
#20 CCC(=O)Nc1ccc(N2CCN(S(C)(=O)=O)CC2)cc1
→ -2.1%, 3.8%, -0.3%, 3.4%, 1.1%, -7.5%, 0.3%, i, 1.6%
#21 COc1ccc(C(=O)c2cnc[nH]2)cc1OC
→ -1.8%, -6.7%, ·, ·, 1.5%, ·, 0.3%, i, 2.0%
#22 COc1cnn(-c2ccccc2)c(=O)c1SCc1ccc(Cl)cc1Cl
→ -2.3%, 8.2%, 7.0%, -14.2%, -2.9%, -8.4%, -0.2%, i, 1.1%
#23 CC(C)N1CC(O)=C(c2nc3ccccc3[nH]2)C1=N
→ -3.0%, -11.8%, -1.6%, 2.5%, -1.0%, -6.9%, -0.2%, i, -7.1%
#24 Cc1noc(C)c1COC(=O)Cc1ccc(Cl)c(Cl)c1
→ 2.6%, 10.0%, 2.9%, -1.1%, -24.1%, -2.1%, ·, ·, -2.6%
#25 Cc1ccc(-n2nnc(-c3nccn3C)n2)cc1
→ 5.6%, -2.0%, -4.4%, -9.3%, -0.2%, -0.2%, 0.1%, i, 5.7%
#26 COC(=O)CC(NS(=O)(=O)c1cccs1)c1cccc2ccccc12 (stereo unspecified)
→ 5.3%, 22.2%, -2.4%, 18.3%, -4.3%, -2.1%, -1.0%, i, -3.3%
#27 CCCc1[nH]n(-c2ccc(F)cc2)c(=O)c1C=Nc1cccc(F)c1
→ -7.0%, -6.9%, -3.5%, -0.7%, -2.7%, -7.6%, -0.5%, i, 0.4%
#28 O=C(CSc1ncnc2ccccc12)Nc1cccc(S(=O)(=O)N2CCOCC2)c1
→ -6.8%, -5.3%, -2.2%, 6.4%, -0.9%, -10.3%, -0.1%, i, 5.1%
#29 C=CCOc1ccccc1/C=N/O
→ 5.1%, 11.0%, 0.8%, -3.0%, 7.4%, -5.4%, 0.2%, i, 4.5%
#30 COc1ccc([N+](=O)[O-])cc1NC(=O)CSc1nncn1-c1ccccc1
→ -3.1%, 0.2%, 1.6%, 9.9%, 5.5%, -8.0%, -1.3%, i, 7.7%
#31 Cc1nc2ccc(NC(=O)N(C)c3ccccc3)cc2s1
→ 2.7%, -1.8%, -4.0%, -1.3%, 7.1%, -3.4%, 0.2%, i, 1.2%
#32 CCCCOC(=O)CSc1n[nH]c(=O)[nH]c1=O
→ -2.2%, 4.5%, -0.9%, 6.2%, -11.2%, -3.1%, -0.1%, i, 10.4%
#33 Cc1ccc(NC(=S)NCc2ccc3c(c2)OCO3)c(C)c1
→ -5.1%, 2.7%, -1.3%, 0.5%, 5.6%, -1.4%, -0.1%, ?, -1.0%
#34 Cc1cccc(C)c1Nc1c(-c2ccccn2)nc2ccccn12
→ -11.6%, 0.9%, 2.3%, -13.5%, -14.4%, 0.3%, 12.2%, i, 11.8%
#35 CC(C)NC(=S)Nc1ccc(S(=O)(=O)Nc2ncccn2)cc1
→ -4.2%, -2.0%, -1.1%, -3.8%, 1.4%, -5.4%, 0.2%, i, 3.4%
#36 CC(=O)Nc1ccc(NC(=O)C2CCN(S(=O)(=O)c3cccc4nonc34)CC2)cc1
→ -1.9%, -9.5%, -0.5%, -4.1%, 1.4%, -4.2%, -0.6%, i, 7.3%
#37 O=C(COC(=O)c1ccc(O)cc1)Nc1ccc(Cl)cc1
→ -1.2%, -1.6%, -0.2%, 11.1%, 0.4%, -4.5%, 0.8%, i, -0.9%
#38 N[C@@H](Cc1cc(I)c(O)c(I)c1)C(=O)O
→ 0.3%, -0.2%, -1.9%, -6.0%, 12.2%, -18.2%, 0.2%, i, 14.6%
#39 CCc1cc2c(NCC3CCCO3)nc(C)nc2s1 (stereo unspecified)
→ 6.3%, -2.6%, 0.6%, -28.8%, -11.6%, -5.7%, 0.4%, i, 2.4%
#40 O=C(CCS(=O)(=O)c1ccccc1)Nc1ccc(-c2nc3ccccc3s2)c(O)c1
→ 6.9%, 4.7%, -2.5%, -0.2%, -5.1%, -4.9%, 0.3%, i, 4.8%
#41 C=CC[N+]1(CC#CCOC(c2ccccc2)c2ccccc2)CCOCC1
→ -0.8%, 1.8%, -0.8%, -7.0%, -0.2%, -6.5%, 0.7%, i, 1.1%
#42 CCOC(=O)c1c(C)c(C(=O)Nc2ccc3c(c2)OCCO3)c(C)n1CC
→ 3.5%, -3.9%, -0.8%, 9.8%, -6.2%, -7.8%, 1.2%, i, 1.9%
#43 COC(=O)COc1cccc2c(=O)n(CC(=O)N3CCCCC3)ccc12
→ -0.7%, -11.7%, ·, ·, 12.9%, ·, 0.2%, i, 3.8%
#44 Cc1ccc(OC(=O)CCC(=O)NC(C)c2ccccc2)cc1 (stereo unspecified)
→ 0.3%, 2.3%, 0.4%, 15.1%, 6.5%, -3.4%, 0.0%, i, 1.4%
#45 Cc1nc2ccc(NC(=O)c3cncc(Br)c3)cc2s1
→ 0.4%, -4.3%, ·, ·, 10.9%, ·, 1.0%, i, -0.9%
#46 N#CC1(c2c(O)nc3n(c2=O)CCCS3)CCCCC1
→ -3.6%, -5.9%, 0.4%, 7.6%, 39.6%, -5.3%, -0.1%, i, 12.4%
#47 O=C(CN(C(=O)CNC(=O)c1ccco1)c1ccc2c(c1)OCCO2)NC1CCCC1
→ -1.2%, -1.1%, -1.6%, ·, -7.2%, -4.5%, 0.0%, i, 0.4%
#48 Cc1ccc(C)c(NS(=O)(=O)c2ccc(NC(=O)c3ccco3)cc2)c1
→ 7.9%, -9.8%, 1.2%, 7.8%, 6.8%, -4.8%, -1.6%, i, 7.7%
#49 CCOc1ccc(OCC)c(S(=O)(=O)NCc2cccnc2)c1
→ 2.7%, 8.7%, 0.0%, -4.3%, 4.4%, -5.6%, -0.4%, i, -3.3%
